# Compound activity as filed in PubChem BioAssay.
# Pemphigus Ab inh: inhibitors of pemphigus antibody binding to DSG3, primary screen, biochemical, bead-based, flow cytometry, scFv-GFP; Desmoglein-3 (Homo sapiens), P32926; DSG3-coupled beads, scFv-anti-DSG3-GFP binding; stronger effect = lower value; binding (percent of control), % at 10 µM; hit rate 0.48% among 310,000; AID 588358, 2011;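 active = binding more than 3 SD below its plate's average and above zero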; also: some compounds called inactive have numbers as strong as hits
# RTF Ca sens act: cardiac RTF calcium sensitivity activators, primary screen, biochemical, IANBD-TnC fluorescence, EC20 calcium. IANBD-labeled TnC RTF fluorescence at EC20 calcium; 0% EC20 calcium, 100% full calcium. Troponin I, cardiac muscle (Homo sapiens) + Troponin T, cardiac muscle (Homo sapiens) + …. activation, % at 7.2 µM. hit rate 0.24% among 340,000;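 active = activation above the mean over all tested compounds plus 3 SD, cut at about 30% in these data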;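 also: rise in fluorescence read as greater calcium sensitivity of cardiac thin filaments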
# RTF Ca sens inh: cardiac RTF calcium sensitivity inhibitors, primary screen, biochemical, IANBD-TnC fluorescence, EC70 calcium; IANBD-labeled cardiac RTF, Ca2+ fluorescence; inhibition, % at 7.15 µM; hit rate 0.12% among 340,000;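 active = inhibition above the mean inhibition of all tested compounds plus 3 SD, cut at about 17% in these data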;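 also: assay run at fixed EC70 calcium of 1.6 mM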
# LANA DNA inh: inhibitors of KSHV C-LANA binding to DNA, primary screen, biochemical, fluorescence polarization, FAM-LBS DNA, MBP-C-LANA, single point; Kaposi's sarcoma herpesvirus LANA C-terminal domain (residues 932-1162) DNA binding; inhibition, % at 9 µM; hit rate 0.078% among 340,000; AID 504423, 2011;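 active = highest replicate inhibition at or above 60% at 9 µM, even if other replicates fall short; inactive = all replicates below 60% inhibition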;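 also: 0% = neutral control wells and 100% = 4 µM acridine orange control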
# V-ATPase pH: regulators of yeast V-ATPase proton pumping, primary screen, pHLuorin cytosolic pH fluorescence; S. cerevisiae; hit rate 0.37% among 350,000; AID 504577, 2011; response, % at 10 µM; in the data active = response mostly above about 7.3%, no sharp cut-off; inactive = mostly below about 5.4%; also: actives read high; inactives centre near 0; some compounds called inactive have numbers as strong as hits; reference of the scale not given here
# OPRM1-OPRD1 inv: inverse agonists of MOR-DOR heterodimerization, primary screen, cell-based, luminescence. cell-based MOR-DOR heterodimer luminescence, inverse agonism. inhibition, % at 9.3 µM. hit rate 0.21% among 340,000; in the data active = inhibition above about 22%, passing the limit was not always enough;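 also: 0% = cells with DMSO and 100% = wells without cells with DMSO; values of inactives mirror those of a sister screen read the other way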
# Wnt bcat act: Wnt/beta-catenin pathway activators, primary screen, cell-based, plate reader, single point; Wnt/beta-catenin reporter cell assay, activator; activation, % at 9.35 µM; hit rate 1.2% among 300,000; AID 743398, 2014; in the data active = activation above about 30%, passing the limit was not always enough;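 also: 0% = neutral control wells and 100% = positive control wells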
# OPRM1-OPRD1 ag: agonists of OPRM1-OPRD1 heterodimerization, primary screen, cell-based, luminescence; Mu-type opioid receptor (Homo sapiens) + Delta-type opioid receptor (Homo sapiens), …; cells; activation, % at 9.3 µM; hit rate 0.3% among 340,000; AID 504326, 2011; in the data active = activation above about 18%;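 also: 0% = vehicle-treated cells and 100% = reference agonist; values of inactives mirror those of a sister screen read the other way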
# Arrestin-AP2 inh: inhibitors of beta-arrestin/AP2 binding, primary screen, biochemical, GPCR trafficking, flow cytometry. AID 504490, 2011. FITC-arrestin peptide / GST-AP2 beads; AP2 beta2 appendage carries R879A mutation. beta-arrestin 1 C-terminal peptide binding to AP2 beta2-adaptin appendage (human). inhibition, % at 10 µM. hit rate 0.31% among 340,000;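 active = inhibition above a set limit, near 3 SD of compounds lacking own fluorescence, cut at about 54% in these data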;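 also: plate controls were DMSO wells for no effect and 5 µM unlabelled arrestin peptide for full effect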
#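 System: GST-tagged AP2 beta2-adaptin appendage (R879A) on 4 µm glutathione beads / Reagent: FITC-arrestin peptide, 50 nM / Detection: HyperCyt-sampled flow cytometry, FL1 channel, ex 488/em 535 nm / Timing: 12 min plus 1 h, RT / Buffer or medium: PBS plus Tween 20 (0.05%) and BSA (0.1%)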
# Keap1 Nrf2 FP: Keap1-Nrf2 protein-protein interaction inhibitors, primary screen, biochemical, fluorescence polarization, single point; Kelch-like ECH-associated protein 1 (Homo sapiens), Q14145; Keap1 Kelch-Nrf2 peptide fluorescence polarization, 1536-well; hit rate 0.15% among 340,000; inhibition, % at 9.4 µM; in the data active = inhibition above about 12%;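 also: human Keap1 Kelch domain with fluorescein labeled Nrf2 9mer peptide probe; 0% = neutral control wells and 100% = peptide positive control; higher means more block of Keap1 binding to Nrf2 peptide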
# Target sequence (Q14145 whole entry, looked up, the tested form may be a part): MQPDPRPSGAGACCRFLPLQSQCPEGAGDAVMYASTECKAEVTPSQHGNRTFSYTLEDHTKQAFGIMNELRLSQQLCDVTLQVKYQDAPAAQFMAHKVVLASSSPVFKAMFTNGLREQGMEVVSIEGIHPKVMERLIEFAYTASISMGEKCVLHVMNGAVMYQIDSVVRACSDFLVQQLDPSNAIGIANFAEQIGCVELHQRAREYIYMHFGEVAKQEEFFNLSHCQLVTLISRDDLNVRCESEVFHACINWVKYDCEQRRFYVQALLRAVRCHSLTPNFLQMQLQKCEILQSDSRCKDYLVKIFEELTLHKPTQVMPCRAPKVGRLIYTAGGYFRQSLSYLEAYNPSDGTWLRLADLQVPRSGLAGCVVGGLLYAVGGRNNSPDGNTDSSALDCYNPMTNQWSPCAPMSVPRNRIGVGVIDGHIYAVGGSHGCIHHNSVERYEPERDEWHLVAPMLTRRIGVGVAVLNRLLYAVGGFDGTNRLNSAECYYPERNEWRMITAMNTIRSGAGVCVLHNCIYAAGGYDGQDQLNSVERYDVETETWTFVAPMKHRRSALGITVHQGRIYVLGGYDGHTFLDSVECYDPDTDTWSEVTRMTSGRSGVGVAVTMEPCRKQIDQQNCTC
# * = called active by the depositor; . = no result given; & = joins results of further samples.
SMILES,Pemphigus Ab inh,RTF Ca sens act,RTF Ca sens inh,LANA DNA inh,V-ATPase pH,OPRM1-OPRD1 inv,Wnt bcat act,OPRM1-OPRD1 ag,Arrestin-AP2 inh,Keap1 Nrf2 FP
Cc1ccc(C(=O)Nc2nc(COc3ccccc3)cs2)s1,106.2,1.4,-0.6,2.6,4.0,-39.8,.,7.0,-3.0,-3.4
CCCc1nc2c(C)cc(C)cc2c(N)c1CC,102.9,-2.6,-4.7,-0.4,-1.9,-10.0,.,1.9,-0.8,-6.2
CCOC(=O)c1c(C)[nH]c(C(=O)COC(=O)c2ccncc2)c1C,.,-4.2,-10.0,0.2,4.3,1.8,-0.6,-0.4,2.3,1.9
Cc1ccc(OCCCCNC2CCCCC2)c(C)c1,85.5,-3.4,-9.7,-1.5,0.4,-8.6,-0.6,1.4,-0.9,0.4
O=C1C=CC(O)(c2cc(=O)c3c(O)cc(O)cc3o2)C=C1,93.7,-4.8,-24.6,0.5,-12.9,23.5,-24.1,-4.4,9.2,-27.9
CCCCNC(=O)C1CC(c2cccc([N+](=O)[O-])c2)=NO1 (centres undefined),110.0,4.6,-8.0,-1.1,1.8,-0.5,37.6*,0.1,-3.2,-1.3
Cc1c(C(=O)N2CCC(N3CCSCC3)CC2)oc2c(F)cccc12,99.2,0.9,-2.9,-1.0,0.4,13.6,1.7,-2.5,-6.1,-2.3
O=C(c1cc2cc(Br)ccc2o1)N1CCCCC1,87.9,8.3,-11.5,1.2,-2.9,12.8,16.0,-2.7,-2.8,-6.5
CCCc1cc(=O)oc2cc(OCC(=O)NCCc3c[nH]c4ccc(OC)cc34)ccc12,102.5,4.1,-4.8,0.5,-2.2,11.7,-1.1,-2.3,-1.4,3.3
CCC(=O)N=c1sc2cc([N+](=O)[O-])ccc2n1CCOC,85.2,6.9,1.9,-1.7,-2.8,-1.8,11.5,0.4,17.7,-0.1
Cc1cc(NS(=O)(=O)c2ccc(NC(=O)c3ccc([N+](=O)[O-])c(Cl)c3)cc2)no1,.,4.3,-7.7,-1.2,-1.5,17.3,2.5,-3.4,11.3,-4.2
CCOC(=O)Cc1csc(NC(=O)CN2CCCCC2)n1,108.0,-2.6,-1.7,0.2,5.8,13.9,-0.2,-2.9,-3.2,-5.1
Fc1ccccc1C1c2[nH]c3ccccc3c2CCN1Cc1cccn1-c1ncccn1 (centres undefined),110.0,2.0,-2.6,0.7,0.7,-16.7,0.6,2.9,38.3,-6.0
COc1ccc(NC(=O)c2ccccc2[N+](=O)[O-])cc1OC,116.1,10.3,-0.8,-0.9,-6.1,6.7,-0.7,-1.2,-9.2,-5.5
c1ccc(CCCNCCCn2cnc3c(OCc4ccccc4)ncnc32)cc1,101.1,-2.1,-0.9,-3.1,1.8,-16.9,-3.8,3.6,15.3,0.8
O=C(NNC(=O)c1ccc2c(=O)n3c(nc2c1)CCC3)c1ccc(Cl)cc1,99.9,-0.5,-1.1,-0.5,-4.7,18.3,-1.5,-4.7,23.9,-3.8
CC(=O)N1CCN(C(=O)c2ccc(Cl)c(S(=O)(=O)N3CCCC3)c2)CC1,89.5,-0.7,4.0,-3.0,-3.6,6.3,1.0,-1.2,-0.8,3.2
CN(CCC#N)C(=O)COC(=O)c1ccccc1OCc1ccccc1Cl,97.1,3.5,-3.2,-0.9,-0.7,1.0,-1.0,-0.2,1.5,-2.0
CCN1C(=O)CC(N2CCN(c3cccc(OC)c3)CC2)C1=O (centres undefined),97.5,3.8,2.6,0.7,2.1,12.9,-0.5,-2.7,0.3,-6.6
CC(C)c1ccc(/C=N/NC(=O)c2cc(-c3cccc([N+](=O)[O-])c3)n[nH]2)cc1,110.0,2.4,4.3,0.8,-5.1,-14.0,-0.4,2.8,7.0,1.0
COc1ccc(C(=O)NCCc2cn3ccccc3n2)cc1,95.8,-2.1,1.7,-0.4,-3.7,9.1,3.5,-1.7,-3.6,-0.6
CC(OC(=O)C1=COCCO1)C(=O)NC1CCCCC1C (centres undefined),.,0.8,0.2,-2.7,-0.2,11.2,-1.5,-2.7,-0.1,-7.2
CCn1nc(NC(=O)c2cccnc2)c2cc3ccccc3nc21,98.1,-1.7,-3.5,-0.9,-0.9,11.1,.,-2.2,5.2,0.8
O=C(CSc1nnc(Cc2ccccc2)o1)Nc1ccc2c(c1)OCO2,91.3,4.2,-3.8,-1.5,2.5,6.2,.,-1.1,19.2,3.2
COc1ccc(CCNC(=S)Nc2ccccc2C)cc1,116.7,-3.4,1.0,2.5,-4.3,12.1,-1.9,-2.6,3.6,3.4
CC1CCCN(C(=O)C2CCN(S(=O)(=O)c3ccc4c(c3)CC(C)N4C(=O)C3CC3)CC2)C1 (centres undefined),108.5,-0.5,0.8,-1.8,1.8,12.6,1.4,-2.4,13.2,1.8
CCC(C)Sc1cccc(-c2nc3cc(C)ccn3c2NC2CCCCC2)c1 (centres undefined),120.1,1.2,-12.6,-0.9,-4.5,-16.7,-13.1&-3.1,3.6,3.7,-6.6
c1cc2c(cc1-c1[nH]ncc1CN1C[C@H]3CC[C@H]1C3)OCO2,108.2,1.3,-4.6,-0.2,1.5,0.4,-0.9,-0.1,6.3,-0.3
CC(C)NC(=O)c1onc(CSc2ccccc2F)c1C(=O)O,104.3,-5.3,-7.0,-1.2,2.0,15.3,-0.2,-2.6,1.4,0.1
Cn1c(CSCc2ccc(Cl)cc2)nnc1SCC(=O)Nc1nccs1,86.5,-1.2,-6.5,1.2,-4.8,-15.8,-2.6,3.2,24.9,0.2
CN(C)Cc1c(O)ccc2occ(C(O)c3ccccc3)c12 (centres undefined),104.6,6.0,-2.5,-1.5,-5.1,1.6,.,-0.3,30.9,4.4
COc1ccc(OC)c(C(C(=O)NC2CCCCC2)N(C(=O)c2ccccn2)c2cccnc2)c1 (centres undefined),.,1.4,7.6,-1.3,-1.3,15.8,-1.6,-2.5,17.0,4.0
CN(C(=O)N1CCN(S(=O)(=O)c2ccccc2)CC1)c1ccccc1,88.3,-1.8,-9.7,-0.2,0.0,1.6,-3.0,-0.3,25.4,-0.5
Cc1occc1C(=O)NNC(=S)NC(=O)COc1ccc(Cl)cc1Cl,.,3.2,1.1,0.5,2.4,10.7,1.7,-1.9,9.5,1.6
CC1(C(=O)NCc2ccccc2)Oc2ccccc2NC1=O (centres undefined),100.4,2.2,5.2,0.2,-1.6,11.3,-4.4,-2.2,-6.9,3.9
CCc1ccc(NC(=O)CSc2nc3ccsc3c(=O)n2CCC(=O)O)cc1,101.4,-1.0,-0.2,-0.9,-0.6,-1.0,-1.3,0.2,-0.3,-5.8
CC(=O)Nc1ccc(NC(=O)C2CCCN2C(=O)Nc2ccccc2[N+](=O)[O-])cc1 (centres undefined),89.9,-0.2,-5.4,0.4,-0.4,-1.4,0.0,0.3,4.8,-3.2
N#Cc1ccccc1NCc1ccccc1,113.3,3.5,-15.2,0.2,2.7,1.6,.,-0.3,4.7,-4.3
O=C(CSc1nccn(-c2cccc(F)c2)c1=O)Nc1ccc(Cl)cc1F,98.4,-0.3,-30.1,1.6,4.4,-3.9,10.9,0.5,-0.8,-4.5
COc1cc(OC)c(-c2nn3c(C4CCCCC4)nnc3s2)cc1OC,100.8,6.8,-1.3,-1.0,0.3,-8.8,-4.5,1.6,-5.2,-4.8
N#C/C(=C(/O)COc1ccc(Br)cc1)c1nnc2n1CCCCC2,98.4,-1.4,-0.8,1.8,7.5*,4.3,-0.6,-0.9,18.4,2.6
O=C(CN(c1ccccc1)S(=O)(=O)c1ccc(Cl)cc1)Nc1ccccc1C(=O)N1CCCC1,100.8,3.0,-0.9,-1.5,0.6,-3.7,-1.7,0.7,8.0,2.3
Brc1ccc(CSc2ncnc3nc[nH]c23)cc1,99.8,10.5,-12.1,0.8,0.4,9.1,3.7,-1.5,-10.0,3.3
COc1ccccc1NC(=S)NCC1CCC(CNC(=S)Nc2ccccc2OC)CC1 (centres undefined),99.6,-5.0,3.2,-0.2,0.9,12.8,-5.7,-2.5,6.5,3.8
CCC1=[N+](CC(=O)c2ccc(C)cc2)CCn2cccc21,.,2.9,-32.5,-1.0,-4.2,7.7,6.5,-1.6,15.6,-14.9
O=C(NCc1ccc2c(c1)OCO2)C1CC(c2ccccc2O)=NO1 (centres undefined),105.8,2.4,-6.8,-0.5,0.6,12.0,2.2,-2.1,-1.0,-4.3
CCOC(=O)C1=C(C)NC(C)=C(C(=O)OC)C1c1ccco1 (centres undefined),114.7,3.8,0.9,-1.5,0.1,13.4,10.9,-2.7,3.2,-9.0
Cc1ccc(C(=O)Oc2cc(-c3ccccc3)no2)cc1,101.8,1.9,-14.3,1.0,5.0,-5.2,0.3,1.3,5.9,-1.5
CCOc1ccccc1/C=C(\C#N)C(=O)NC1CC1,106.2,.,.,.,3.1,.,0.5,.,1.3,.
Cc1ccc(SCc2[nH]nc3c2C2(CCSCC2)C(C#N)=C(N)O3)cc1,96.0,1.2,-4.9,0.5,-4.5,-11.7,.,1.9,-4.3,-4.0

# Additional entries
SMILES,Pemphigus Ab inh,RTF Ca sens act,RTF Ca sens inh,LANA DNA inh,V-ATPase pH,OPRM1-OPRD1 inv,Wnt bcat act,OPRM1-OPRD1 ag,Arrestin-AP2 inh,Keap1 Nrf2 FP
CCN(CC)c1ccc(NC(=O)CN2CCN(CC(=O)Nc3ccccc3OC)CC2)cc1,101.2,2.2,-11.6,-0.8,2.4,17.2,-3.1,-3.9,12.4,-3.6
CC(C)(C)NCC(O)COc1ccc(Br)cc1 (centres undefined),94.3,-0.9,2.1,-0.9,-2.1,-4.7,-3.5,0.6,9.7,-2.1
CC(C)(C)OC(=O)CN1C(=O)NC(Cc2c[nH]c3ccccc23)C1=O (centres undefined),107.6,-3.7,0.4,-2.4,0.8,-1.8,-3.0,0.4,7.2,-3.9
C/C(=N/NC(=O)CCc1c(C)n[nH]c1C)c1cccc([N+](=O)[O-])c1,106.9,-7.2,-5.8,-1.5,1.3,15.7,1.9,-3.1,0.3,-0.3
COc1ccc(CC(=O)Nc2nc(-c3ccc(F)c(F)c3)cs2)cc1,.,-2.1,-11.8,-0.9,3.2,-40.5,-4.3,6.4,0.3,-6.0
